Screening data deposited in PubChem by several laboratories.
Tn7 DDE FP = DD(E)-Tn7 binding inhibition, primary FP screen; P02675; FP displacement of FITC-Tn7 peptide from fibrin DD(E); 0% = median of compound wells per plate; inhibition, % at 8.3 µM; 0.13% of 370,000 active;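 active means inhibition above the mean of compounds falling within the control limits plus 3 SD of them, cut at about 14% in these data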;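 further: 0% = plate median of compound wells and 100% = 10 µM Aha-Tn7 peptide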
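Test system: human clot-derived fibrin DD(E) complex / Quantity: 2 µM final DD(E) protein / Incubation: 10 min plus 3 h, room temperature / Measured by: fluorescence polarization / Benchmarks: high control of 10 µM Aha-Tn7 peptide / Replicates: singlicate testing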
ARFGAP1 inh = rat ARFGAP1 inhibition | AID 651572 | Arfgap1-stimulated ARF1 GTP hydrolysis, GDP FP detection | inhibition, % at 16.5 µM | 0.26% of 360,000 active | Q62848;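 active means inhibition above a per-plate limit, mean inhibition of low control wells plus 3 SD, cut at about 25% in these data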;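 further: 0% = DMSO wells with enzyme and 100% = wells lacking Arfgap1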
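Material – truncated rat Arfgap1 GAP domain · Buffer or medium – HEPES-based buffer, pH 7.5 · Reagent – human ARF1(Δ1-17)-GTP substrate · Dosing – 16.5 µM single point, 1.26% DMSO · Schedule – GTP hydrolysis reaction 2 h at 25 °C · Technique – GDP detection by fluorescence polarization · Benchmarks – No-Arfgap1 wells (100%) versus DMSO full-reaction wells (0%) · Repeats – single replicate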
Rev-erbA mod = modulates human Rev-erb alpha binding to DNA. activity, % at 10 µM. 0.79% of 370,000 active. Rev-erbα–FITC-DNA binding, fluorescence polarization, 90 min;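 active means activity above about 14%, limit read from the data; passing the limit was not always enough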;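 further: 0% = DMSO wells with 35 nM protein and 100% = DMSO wells with 750 nM protein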
HGIII-sPLA2 inh = Inhibits HGIII-sPLA2 liposome hydrolysis, primary screen. QFRET BODIPY PC-A2 liposome hydrolysis, fluorescence. 0.56% of 370,000 active. Q9NZ20. inhibition, % at 12.2 µM. AID 743126;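 active means inhibition above mean plus 3 SD of compounds lying within the high and low control bounds, cut at about 19% in these data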;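 further: 0% = median of test compound wells and 100% = no enzyme DMSO wells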
UHRF1 binding = blocks human UHRF1 binding to methylated DNA; Q96T88; UHRF1 binding to methylated oligo, TR-FRET; inhibition, % at 4.4 µM; 0.75% of 370,000 active; AID 687016; in the data active means inhibition above about 21%;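 further: UHRF1 SRA domain binding a hemimethylated CpG hairpin DNA probe; 0% = median of test compound wells and 100% = reference inhibitor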
Target sequence (Q96T88 whole entry, looked up, the tested form may be a part): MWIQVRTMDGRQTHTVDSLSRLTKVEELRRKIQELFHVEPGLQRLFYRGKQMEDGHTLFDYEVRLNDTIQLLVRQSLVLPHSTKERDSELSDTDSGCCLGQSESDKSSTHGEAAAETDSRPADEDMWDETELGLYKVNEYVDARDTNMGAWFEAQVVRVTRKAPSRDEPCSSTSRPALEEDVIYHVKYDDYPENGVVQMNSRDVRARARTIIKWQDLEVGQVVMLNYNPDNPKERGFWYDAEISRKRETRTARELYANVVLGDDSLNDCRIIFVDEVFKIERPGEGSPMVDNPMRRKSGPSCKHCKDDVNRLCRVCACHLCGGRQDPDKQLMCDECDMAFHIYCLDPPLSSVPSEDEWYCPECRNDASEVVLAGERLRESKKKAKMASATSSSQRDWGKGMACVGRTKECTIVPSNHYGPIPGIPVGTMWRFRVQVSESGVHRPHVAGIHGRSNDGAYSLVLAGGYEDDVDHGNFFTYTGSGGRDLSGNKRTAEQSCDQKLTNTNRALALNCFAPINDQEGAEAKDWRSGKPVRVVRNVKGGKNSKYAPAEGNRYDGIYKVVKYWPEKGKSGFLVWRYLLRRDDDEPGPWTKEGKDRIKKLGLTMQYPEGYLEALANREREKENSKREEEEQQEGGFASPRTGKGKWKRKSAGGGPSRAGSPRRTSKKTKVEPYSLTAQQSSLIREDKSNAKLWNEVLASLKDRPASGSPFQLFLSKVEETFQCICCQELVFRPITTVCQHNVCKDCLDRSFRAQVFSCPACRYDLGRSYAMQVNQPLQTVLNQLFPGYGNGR
ASAP1 inh = inhibitors of human ASAP1 ArfGAP activity. ASAP1-stimulated ARF1 GTP hydrolysis, GDP FP detection. AID 624377. inhibition, % at 16.5 µM. 0.19% of 360,000 active. Q9ULH1; in the data active means inhibition above about 25%;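 further: 0% = vehicle with enzyme and substrate and 100% = no enzyme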
proKLK7 act = activates the human kallikrein-7 zymogen. P49862. purified proKLK7, EDANS-DABCYL substrate fluorescence; 100% is mature enzyme control, 0% vehicle. activation, % at 7 µM. 0.9% of 370,000 active. AID 652039;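 active means activation above the mean of all tested compounds plus 3 SD, computed per campaign excluding outliers beyond control limits, cut at about 13% in these data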
Target sequence (P49862 whole entry, looked up): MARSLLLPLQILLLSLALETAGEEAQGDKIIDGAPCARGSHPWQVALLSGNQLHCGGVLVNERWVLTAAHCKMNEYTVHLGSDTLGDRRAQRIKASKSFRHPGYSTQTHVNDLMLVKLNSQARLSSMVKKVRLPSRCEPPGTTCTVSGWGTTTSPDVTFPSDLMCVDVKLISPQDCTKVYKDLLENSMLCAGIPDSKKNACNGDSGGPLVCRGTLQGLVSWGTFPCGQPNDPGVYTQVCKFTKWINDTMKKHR
PLCb3 inh = blocks human PLC-beta3 enzyme activity; Purified PLC-beta3, fluorogenic substrate, fluorescence; inhibition, % at 12.2 µM; 0.18% of 370,000 active; in the data active means inhibition above about 11%;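 further: 0% = median of compound wells on plate and 100% = full blocker control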
DDE Tn6 FP inh = inhibitors of Tn6 peptide binding to human fibrin DD(E); P02675; Fibrin DD(E) TRITC-Tn6 fluorescence polarization displacement; inhibition, % at 8.3 µM; 0.21% of 370,000 active; AID 720509;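 active means inhibition above a per-campaign cutoff: mean of compounds within control limits plus 3 SD, cut at about 15% in these data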;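 further: 0% = median of all compound wells on the plate and 100% = blocking peptide control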
PLC-gamma1 inh = blocks human PLC-gamma1 enzyme activity | inhibition, % at 12.2 µM | P19174 | 0.84% of 370,000 active | purified PLC-gamma1, fluorogenic substrate, fluorescence; in the data active means inhibition above about 9.5%
Starred values were filed as active, the others as inactive; nt = not tested or not shown.

Start of the data: the first 2 entries, to show the layout:
Tn7 DDE FP	ARFGAP1 inh	Rev-erbA mod	HGIII-sPLA2 inh	UHRF1 binding	ASAP1 inh	proKLK7 act	PLCb3 inh	DDE Tn6 FP inh	PLC-gamma1 inh	mol
-4.0	1.5	-4.6	-1.8	0.2	6.2	-1.1	1.9	5.1	8.0	Cc1cccc(-c2nnc(SCc3cc(=O)[nH]c4ccccc34)n2C)c1
-2.5	-0.1	4.2	-1.8	-4.4	7.5	0.9	-3.1	12.3	-4.8	CC1(c2nnc(-c3ccncc3)o2)CC(c2ccc(Cl)cc2)=NO1 (stereo not given)

The whole of this part, previewed entries included:
Tn7 DDE FP	ARFGAP1 inh	Rev-erbA mod	HGIII-sPLA2 inh	UHRF1 binding	ASAP1 inh	proKLK7 act	PLCb3 inh	DDE Tn6 FP inh	PLC-gamma1 inh	mol
-4.0	1.5	-4.6	-1.8	0.2	6.2	-1.1	1.9	5.1	8.0	Cc1cccc(-c2nnc(SCc3cc(=O)[nH]c4ccccc34)n2C)c1
-2.5	-0.1	4.2	-1.8	-4.4	7.5	0.9	-3.1	12.3	-4.8	CC1(c2nnc(-c3ccncc3)o2)CC(c2ccc(Cl)cc2)=NO1 (stereo not given)
1.6	0.2	-4.5	0.3	-0.9	4.1	-0.4	2.9	3.9	-0.7	O=C(CN(C1CCCCC1)C1CCCCC1)N1CCc2ccccc2C1
3.4	10.8	0.8	6.2	0.8	-0.7	-0.7	-11.8	-5.0	-0.2	CC(C)N(C(=O)CSc1ccc(S(=O)(=O)N2CCCCC2)cn1)C(C)C
2.2	9.2	2.6	-3.8	-0.6	5.1	-0.2	4.1	2.2	0.2	CN(c1cccc(NC(=O)CN(c2cccc(F)c2)S(C)(=O)=O)c1)S(C)(=O)=O
3.7	2.4	-1.9	3.8	0.4	-2.5	0.6	1.3	7.8	-2.5	CC1=C(C(=O)N2CCOCC2)CC(CC(=O)NCCc2ccccn2)C(=O)N1Cc1ccc(F)cc1 (stereo not given)
1.8	0.8	1.7	2.7	13.4	-0.7	-0.1	-4.5	1.0	-3.2	O=C(COC(=O)[C@@H]1CCCN1C(=O)c1cccs1)Nc1ccc(F)cc1[N+](=O)[O-]
-3.7	-4.1	-4.7	-8.3	0.9	-1.4	-0.6	-5.0	-0.2	-2.6	CC1CCN(C(=O)CN(Cc2ccccc2)S(C)(=O)=O)CC1
-1.8	7.6	-5.5	5.4	0.0	7.8	-0.7	-2.1	0.6	0.8	CCCCc1c(O)nc(SCC(=O)N2CCCCCC2)[nH]c1=O
2.4	-5.0	0.3	-24.4	-2.6	-12.3	0.6	-10.9	-4.3	-2.6	Cc1cc(C(F)(F)F)n(-c2nc(C(=O)NNS(=O)(=O)c3ccccc3[N+](=O)[O-])cs2)n1
1.5	9.0	2.3	0.4	1.7	13.9	0.2	-0.2	-0.6	2.6	O=S(=O)(Nc1ccc2c(c1)nc1n2CCOC1)c1ccccc1
1.7	3.1	-2.4	10.3	1.1	6.5	0.3	0.1	6.6	3.6	COc1cc(C(=O)NC(CCSC)C(=O)Nc2ccc(N3CCOCC3)cc2)cc(OC)c1OC (stereo not given)
2.2	10.7	-1.0	1.6	0.0	9.2	-0.5	-9.0	-3.0	-9.2	N#Cc1c(NC(=O)CN2CCCCC2)sc2c1CCC2
-6.2	9.3	2.8	6.7	0.8	1.2	0.2	-161.8	0.1	-116.0	COC(=O)Cn1c2ccccc2c2nc3ccccc3nc21
2.1	2.5	3.7	-2.2	3.3	15.9	0.0	-0.6	0.9	-0.1	Cn1c(=O)c(=O)n(C)c2cc(S(=O)(=O)Nc3ccc(OC(F)(F)F)cc3)ccc21
-3.1	0.8	7.9	-5.2	-0.5	10.2	-0.1	-7.8	14.2	3.2	CC(=O)N1CCc2ccc(S(=O)(=O)N3CCc4ccccc43)cc21
6.0	-11.0	0.4	-10.6	-0.7	1.9	0.0	-4.4	-0.7	-0.7	O=C(O)c1cc(S(=O)(=O)N(Cc2ccccc2)c2ccccc2Cl)ccc1Cl
-0.4	-10.7	6.5	1.8	1.5	-7.5	-0.6	0.6	-0.5	1.5	COC(=O)c1cn(C(=O)c2cc(C)cc(C)c2)c2ccccc12
4.2	3.6	-7.2	10.7	-3.2	-9.6	0.1	-11.5	-0.9	-0.5	Cc1ccccc1N=C1C(=O)Nc2ccccc21
-0.7	3.6	-3.1	-15.4	-2.6	4.8	2.8	-117.2	-5.0	-86.8	CCC1(C)Cc2ccccc2-c2nc(NN)[nH]c(=O)c21 (stereo not given)

Ordered by molar mass (lowest first): some entries from above
Tn7 DDE FP	ARFGAP1 inh	Rev-erbA mod	HGIII-sPLA2 inh	UHRF1 binding	ASAP1 inh	proKLK7 act	PLCb3 inh	DDE Tn6 FP inh	PLC-gamma1 inh	mol
4.2	3.6	-7.2	10.7	-3.2	-9.6	0.1	-11.5	-0.9	-0.5	Cc1ccccc1N=C1C(=O)Nc2ccccc21
-0.7	3.6	-3.1	-15.4	-2.6	4.8	2.8	-117.2	-5.0	-86.8	CCC1(C)Cc2ccccc2-c2nc(NN)[nH]c(=O)c21 (stereo not given)
-0.4	-10.7	6.5	1.8	1.5	-7.5	-0.6	0.6	-0.5	1.5	COC(=O)c1cn(C(=O)c2cc(C)cc(C)c2)c2ccccc12
1.5	9.0	2.3	0.4	1.7	13.9	0.2	-0.2	-0.6	2.6	O=S(=O)(Nc1ccc2c(c1)nc1n2CCOC1)c1ccccc1

Other results.
Tn7 DDE FP	ARFGAP1 inh	Rev-erbA mod	HGIII-sPLA2 inh	UHRF1 binding	ASAP1 inh	proKLK7 act	PLCb3 inh	DDE Tn6 FP inh	PLC-gamma1 inh	mol
-2.3	15.3	5.0	6.8	1.1	-0.3	-0.9	0.9	-7.0	4.4	Cn1c(CSCc2ccc(Cl)c(Cl)c2)nnc1SCC(=O)Nc1nccs1
4.0	-1.3	2.0	4.1	-2.6	-7.2	0.6	1.2	3.9	5.6	Cc1ccccc1NC(=O)/C(C#N)=C/c1ccc[nH]1
0.6	1.1	-4.7	17.9	-1.1	-14.9	0.1	1.0	-2.9	-1.7	Cc1ccc(C2=NC3(CCCCC3)NC2=S)cc1
2.8	-5.5	0.3	8.7	2.1	-2.1	-0.5	-5.3	-3.6	1.0	Cc1cccc(C)c1NC(=O)CNC(=O)c1ccc(N2CCCC2=O)cc1
6.4	nt	-4.7	9.4	4.6	nt	-0.4	0.3	-7.7	-0.9	Cc1ccc(Cn2cc(COC(=O)N3CCCC3)nn2)cc1
-1.1	-1.5	2.4	-7.2	-1.1	-2.5	0.9	2.1	-1.4	0.8	CN(C(=O)c1ccc(NC(=O)C2CCCN(C(=O)OC(C)(C)C)C2)cc1)C1CCCC1 (stereo not given)
4.5	-5.3	-2.1	2.1	2.6	-2.3	0.5	-4.4	14.6	3.7	CC(=O)Nc1ccc(S(=O)(=O)N2CCC(C(=O)NC3CC3)CC2)cc1
1.9	-13.7	-15.8	-7.4	45.7*	-7.0	0.6	-21.8	6.9	-16.4	Cc1ccc(C)n1-c1sc2c(c1C(=O)O)CCCC2
9.0	-13.2	4.0	-2.7	-3.2	-3.6	-0.2	-2.0	7.6	-1.7	Cc1c(NC(=O)Cc2cccs2)cccc1[N+](=O)[O-]
-6.0	0.0	-4.5	0.2	-1.9	-2.9	0.3	-7.0	-0.3	-0.2	O=C(NCc1cccc(Cl)c1)c1ccc(N2CC3CC(C2)c2cccc(=O)n2C3)c(NC(=O)c2cccnc2)c1 (stereo not given)
2.9	3.4	0.1	3.8	-2.6	-6.3	0.1	-2.4	11.2	-1.4	COc1ccc(C2CC(=O)NC(=O)C2)cc1
2.6	14.0	0.4	-51.0	-2.0	-3.0	0.4	-0.8	1.8	2.9	CCc1ccc(NC(=O)Cc2cn(C)c3ccccc23)cc1
-2.5	7.4	-2.4	-1.3	2.6	-2.4	0.2	0.5	-3.6	-0.9	Cc1ccc(S(=O)(=O)N(CCC(=O)O)c2ccccc2)cc1
-4.5	8.0	1.2	0.2	1.4	4.4	0.5	4.4	-5.0	3.8	CCOC(=O)c1c(NC(=O)CCC(=O)N2CCOCC2)sc2c1CC(C)(C)OC2
1.9	8.3	0.0	0.8	-3.8	-7.8	-1.0	0.0	4.2	5.4	COc1ccc(N2C(=O)/C(=C/N(C)C)NC2=S)cc1
3.9	12.6	2.5	3.8	4.0	11.2	0.5	-0.9	-2.8	-4.0	COc1cc(Br)cc(C(=O)N2CCc3ccccc32)c1OC
-1.2	11.7	1.2	2.7	0.7	-3.2	0.2	2.8	1.7	2.6	O=C(NCC1CCCCC1)C1CCCN(C(=O)NC2CCCCC2)C1 (stereo not given)
-2.1	14.3	-7.1	-6.3	2.3	13.6	-0.5	-6.2	-2.2	-0.3	CCCCOCCCNC(=O)C[C@@H]1C[C@@]2(C(=O)OCC)CCC=C2N(CCC2=CCCCC2)C1=O
-8.9	-1.3	-5.2	-11.8	0.3	-17.1	0.7	-4.2	0.0	0.8	CCOC(=O)C1(CCCc2ccccc2)CCN(C(=O)c2cncs2)CC1
3.9	2.5	0.0	-8.2	1.1	-21.0	-0.5	1.2	-5.1	2.2	C[C@@H](NC(=O)c1nc[nH]c1C(=O)NCC(=O)OC(C)(C)C)c1ccccc1
-4.8	9.7	-4.2	0.7	0.8	-4.1	0.0	3.7	5.9	4.3	CC1(C(=O)NS(=O)(=O)C2CC2)CCCN(C(=O)CSc2ccccc2)C1 (stereo not given)
-3.1	-2.1	-1.5	3.8	1.3	-11.9	-0.9	-3.2	-0.9	-1.1	CC(=O)n1cc(C2C(=O)CC(C)(C)CC2=O)c2ccccc21
-0.9	-1.4	-3.7	11.9	3.0	-15.3	0.1	-1.1	3.1	4.4	CCOC(=O)c1ccc(CNC(=O)CSc2nnc(-c3ccncc3)o2)cc1
2.8	10.3	3.1	-6.0	6.2	9.7	-0.5	-1.4	-8.5	6.8	Cc1ccc(NC(=O)CC2SC(=NC3CCCCC3)NC2=O)cc1 (stereo not given)
0.9	9.4	-4.8	3.5	-0.6	5.1	-0.7	-2.7	4.9	0.7	CCCn1cnc2sc(C(N)=O)c(C)c2c1=O
5.8	9.6	5.7	-13.6	13.2	11.8	0.3	-1.3	-10.2	2.7	CC(=O)Nc1nc(C)c(-c2csc(Nc3cccc([N+](=O)[O-])c3)n2)s1
-4.4	nt	3.5	2.3	-0.3	nt	5.6	-135.9	4.0	-117.7	O=C(Nc1ccccc1)Nc1nc2ncccn2c1-c1ccc(F)cc1
-2.2	6.9	-3.6	5.7	-1.8	3.3	0.5	-3.9	3.5	-3.5	C[C@H]1CN([C@@H](C)CO)C(=O)CCCn2cc(nn2)CO[C@@H]1CN(C)C(=O)c1ccc2ccn(C)c2c1

Part of the list above, reduced to PLCb3 inh and ASAP1 inh.
Structure | PLCb3 inh | ASAP1 inh
CC1(C(=O)NS(=O)(=O)C2CC2)CCCN(C(=O)CSc2ccccc2)C1 (stereo not given) | 3.7 | -4.1
CC(=O)n1cc(C2C(=O)CC(C)(C)CC2=O)c2ccccc21 | -3.2 | -11.9
O=C(Nc1ccccc1)Nc1nc2ncccn2c1-c1ccc(F)cc1 | -135.9 | nt
